High-throughput results: PubChem, Vanderbilt University
GIRK2 activator: Activators of human GIRK2-containing channels | HEK293 GIRK2/NPY4 cells, thallium flux fluorescence | AID 1259324 | 34,000 tested, under 10 active | P48051 | activation (% efficacy), % for hits at 37.5 µM;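 active means primary screen hit, no activity in plain HEK293 cells, and in GIRK2-only cells above 5% efficacy rising with concentration; inactive means the rest, including fluorescent compounds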;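 further: efficacy is normalized control-subtracted fluorescence 15 s after thallium addition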
Target sequence (P48051 whole entry, looked up): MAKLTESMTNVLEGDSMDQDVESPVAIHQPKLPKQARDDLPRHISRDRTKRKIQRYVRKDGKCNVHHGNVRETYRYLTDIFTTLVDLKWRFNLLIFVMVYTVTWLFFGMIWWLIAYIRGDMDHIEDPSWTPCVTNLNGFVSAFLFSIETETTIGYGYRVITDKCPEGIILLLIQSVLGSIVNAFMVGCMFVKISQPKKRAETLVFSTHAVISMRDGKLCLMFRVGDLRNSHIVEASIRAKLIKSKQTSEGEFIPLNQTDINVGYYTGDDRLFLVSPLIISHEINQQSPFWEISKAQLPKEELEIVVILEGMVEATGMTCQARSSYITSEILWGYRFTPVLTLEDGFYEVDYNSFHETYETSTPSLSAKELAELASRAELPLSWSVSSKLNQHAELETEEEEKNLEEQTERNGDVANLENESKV
Calls only; i = inactive. These rows are one share of the data (hit frequency here may not be typical).

item | SMILES | GIRK2 activator
1 | O=C(Cn1cc(-c2nnc(-c3ccco3)o2)c2ccccc21)Nc1ccccc1 | i
2 | O=C(NCCO)c1cc2c(=O)n3ccccc3nc2n1Cc1ccccc1 | i
3 | Cc1cc(C(=O)N2CCOCC2)nn1CC(=O)NCc1ccc(Cl)cc1 | i
4 | CN1C(=O)N(C)C2(CCN(S(=O)(=O)c3ccc4ccccc4c3)CC2)C1=O | i
5 | CC(=O)N1CC(C(=O)Nc2cc(C)ccn2)C1 | i
6 | CC(C)c1cccc2sc(N(Cc3ccccc3)C(=O)c3ccnn3C)nc12 | i
7 | COc1ccc(-c2noc(C3CC(=O)N(c4cc(C)ccc4C)C3)n2)cc1 (stereo not drawn) | i
8 | COc1ccc(S(=O)(=O)N2CCC(C(=O)Nc3cccc4c3C(=O)NC4=O)CC2)cc1 | i
9 | CCCc1nnsc1C(=O)N1CCN(C(=O)c2cnn3ccccc23)CC1 | i
10 | COc1ccc(NC(=O)c2cccc(N3C(=O)NC4CC3(C)Oc3ccccc34)c2)cc1 (stereo not drawn) | i
11 | O=C(NC(c1ccccc1)c1ccccc1)N1CCC(c2nnc(C3CC3)o2)CC1 | i
12 | Cc1ccc(NC(=O)C(=O)NCC2CCN(C(=O)c3ccccc3F)CC2)cc1N1CCCC1=O | i
13 | CCCS(=O)(=O)NCC1CC(=O)N(c2ccc(OCC)cc2)C1 (stereo not drawn) | i
14 | COc1ccc(S(=O)(=O)NCCOc2ccc(-c3ccc(C)cc3)nn2)cc1OC | i
15 | O=C(Nc1nc(CCC(=O)N2CCCCC2)cs1)c1ccc[nH]c1=O | i
16 | COc1ccc(OC)c(-c2cc3ccc4c(c3oc2=O)CN(C2CC2)CO4)c1 | i
17 | COc1ccccc1C(=O)N1c2ccccc2CC1C(N)=O (stereo not drawn) | i
18 | CCc1ccc(-c2ccc(=O)n(CC(=O)N3CCN(c4ccccc4)CC3)n2)cc1 | i
19 | CC1(C(=O)Nc2ccc(C(=O)O)cc2)Cc2ccccc2C(=O)O1 (stereo not drawn) | i
20 | CC(C)S(=O)(=O)c1ccc(C(=O)Nc2nnc(-c3cccs3)o2)cc1 | i

(next part)
item | SMILES | GIRK2 activator
21 | CCOC(=O)C1=C(C)N=c2s/c(=C/c3cnn(C)c3)c(=O)n2C1c1ccc(OC)cc1 (stereo not drawn) | i
22 | Nc1nc(Cl)nc(N2CCCCC2)c1[N+](=O)[O-] | i
23 | O=C(Nc1ccc2c(c1)N(C(=O)c1ccco1)CC2)c1ccc2c(c1)OCO2 | i
24 | Cc1ccc(S(=O)(=O)NCCC(=O)Nc2ccc3c(c2)Cc2ccccc2-3)cc1 | i
25 | Cc1ccc(S(=O)(=O)NCCNc2cc(N3CCCC3)nc(C)n2)c(C)c1 | i
26 | CN(C)C(C#N)c1cccn1C (stereo not drawn) | i
27 | Cc1ccc(C)c(Cn2cc(C(=O)Nc3ccc(Cl)cc3Cl)ccc2=O)c1 | i
28 | Cc1cc(C(=O)Nc2ccc(C(N)=O)cc2)c(C)o1 | i
29 | COc1ccc(S(=O)(=O)N2CCOC(c3ccccc3)C2)cc1F (stereo not drawn) | i
30 | CC(=O)NNC(=O)c1cccn(Cc2ccc(Cl)c(Cl)c2)c1=O | i
31 | COc1ccc(S(=O)(=O)NCC2CCN(C3CCCC3)CC2)cc1 | i
32 | O=C(Cn1nc2ccc(SCc3ccc(Cl)cc3)nn2c1=O)NC1CCCCC1 | i
33 | O=C(Cc1cc(-c2ccc(Cl)cc2)on1)NCCN1CCOCC1 | i
34 | CN(C)C(CNC(=O)C1CCN(S(C)(=O)=O)CC1)c1ccccc1Cl (stereo not drawn) | i
35 | CC(=O)N1CC(C(=O)NCc2cccnc2)C1 | i
36 | O=C(Cc1ccc(NC(=O)c2ccc(F)cc2Cl)cc1)NCc1cccs1 | i
37 | CCn1nc(C)cc1C(=O)Nc1nnc(-c2ccno2)o1 | i
38 | Cc1ccccc1N1CC(c2nc3ccccc3n2CC(=O)N2CCOCC2)CC1=O (stereo not drawn) | i
39 | Cc1ccc(S(=O)(=O)N2CCCC(C(=O)N3CCNC(=O)C3C)C2)cc1 (stereo not drawn) | i
40 | COCC(=O)N1CCC2(CC1)NC(=O)N(CCc1ccccc1)C2=O | i

The listing continues:
item | SMILES | GIRK2 activator
41 | Cn1nc(-c2cccc(NC(=O)c3ccc4c(c3)OCO4)c2)ccc1=O | i
42 | O=C(NCCc1ccsc1)c1ccc(Cl)s1 | i
43 | COc1ccc(NC(=O)CCc2sc(C)nc2-c2cccs2)cc1 | i
44 | O=C(CSc1nc(=O)n(CC2CCCO2)c2c1CCCC2)N1CCN(c2ccccc2)CC1 (stereo not drawn) | i
45 | COCCNC(=O)c1nn(-c2ccc(F)cc2)cc1OCc1ccccc1 | i
46 | Cn1nccc1C(=O)Nc1nnc(-c2ccccc2Cl)o1 | i
47 | CCCN1COc2ccc3c(=O)c(-c4ccc(OC)c(OC)c4)c(C)oc3c2C1 | i
48 | Cc1nc(NCC2CCCO2)nc(NC2CCCCC2)c1[N+](=O)[O-] (stereo not drawn) | i
49 | COc1ccc(S(=O)(=O)CCCC(=O)N2CCN(c3nc4ccccc4s3)CC2)cc1 | i
50 | O=C(Cc1ccccc1)Nn1cnc2c(cnn2-c2ccccc2)c1=O | i
51 | COc1ccccc1Cc1noc(C2CN(C(=O)c3cnc4ccccc4n3)C2)n1 | i
52 | COc1cn(-c2ccc(F)cc2)nc1C(=O)Nc1nc(C)cs1 | i
53 | COc1ccc(S(=O)(=O)Cc2ccc(-c3nc(-c4ccc5c(c4)OCO5)no3)o2)cc1OC | i
54 | O=S(=O)(NCc1cccc(I)c1)N1CCOCC1 | i
55 | CCNC(=O)N1CCC(Cn2c(COc3ccccc3)nc3ccccc32)CC1 | i
56 | COc1ccc(-c2ccc(=O)n(CCCNC(=O)COc3ccc4c(c3)OCO4)n2)cc1 | i
57 | CCCOc1cn(-c2ccc(F)cc2)nc1C(=O)Nc1ccc(C(N)=O)cc1 | i
58 | CC(C)c1ccc(OCC(=O)NC2CCCC(O)C2)cc1 (stereo not drawn) | i
59 | CSc1cccc2sc(N3CCN(C(=O)Nc4ccccc4C)CC3)nc12 | i
60 | CC(C)COC(=O)Nc1nc(CC(=O)N2CCN(C(=O)c3ccco3)CC2)cs1 | i

Additional structures follow:
item | SMILES | GIRK2 activator
61 | COc1ccc2nc(-c3ccc(Cl)c(NC(=O)NCc4ccccc4)c3)cn2n1 | i
62 | Cc1ccc(S(=O)(=O)N(CC(=O)O)CC(O)Cn2c3ccccc3c3ccccc32)cc1 (stereo not drawn) | i
63 | COc1ccc(NC(=O)CSc2ccc(-c3ccc(C)c(C)c3)nn2)cc1OC | i
64 | O=C(NCC(O)(c1ccco1)C1CC1)Nc1ccccc1 (stereo not drawn) | i
65 | Cc1ccc(S(=O)(=O)N(C)CC(=O)NC(C)(C)CO)cc1 | i
66 | COc1cccc(NC(=O)c2ncccn2)c1 | i
67 | COc1coc(C(=O)NCCC(c2ccccc2)c2ccccc2)cc1=O | i
68 | CC(C)c1nnc(NC(=O)c2ccc(N3C(=O)c4ccccc4C3=O)cc2)s1 | i
69 | O=C(NCc1cccs1)C(=O)NCC(c1ccc(F)cc1)N1CCOCC1 (stereo not drawn) | i
70 | CCc1ccc(NC(=O)Cn2cc(OC)c(=O)cc2CSc2nnnn2C)cc1 | i
71 | O=C(c1ccc(Cl)cc1Cl)N1CCN(c2nccn2-c2ccccc2F)CC1 | i
72 | O=S(=O)(/C=C/c1ccccc1)NC1CCCC(O)C1 (stereo not drawn) | i
73 | CCOc1ccc(S(=O)(=O)N(Cc2ccsc2)C2CC2)cc1F | i
74 | COC(=O)Cn1c(=O)c2c(nc(-n3nc(C)cc3C)n2Cc2ccc(C)cc2)n(C)c1=O | i
75 | COc1ccccc1N1CCN(C(=O)Cn2ncc3c(c2=O)N(C)C(=O)CS3)CC1 | i
76 | CN(C)C(CNC(=O)C(=O)Nc1nccs1)c1cccs1 (stereo not drawn) | i
77 | O=C(CCCS(=O)(=O)c1ccccc1)Nc1nc2ccccc2s1 | i
78 | COc1ccc(-c2ccc(OCCNS(=O)(=O)c3ccc(F)c(Cl)c3)nn2)cc1 | i
79 | Cc1cc(C)c(NC(=O)Cc2csc(SCC(=O)c3cccs3)n2)c(C)c1 | i
80 | Cc1nnc(NC(=O)Cc2csc(SCC(=O)c3ccc4c(c3)OCO4)n2)s1 | i

More compounds
item | SMILES | GIRK2 activator
81 | COC(=O)c1ccc(C)c(-n2c(N)c(C(=O)NC3CCCC3)sc2=S)c1 | i
82 | Cc1onc(-c2ccccc2Cl)c1C(=O)NCC(O)(c1cccs1)C1CC1 (stereo not drawn) | i
83 | CCc1ccc(-c2cc3c(=O)n(Cc4nc(-c5ccc(OC)cc5)no4)ccn3n2)cc1 | i
84 | O=C(Nc1ccc2c(c1)OCO2)c1ccc(=O)n(Cc2cccc(Cl)c2)c1 | i
85 | COc1cccc(C(=O)Nn2cnc3c(cnn3-c3ccc(C)cc3)c2=O)c1 | i
86 | COC(=O)c1ccc(NC(=O)Cc2cc(-c3ccc(C)cc3)on2)cc1 | i
87 | COc1ccccc1CCNC(=O)C1CN(c2nc3c(F)cccc3s2)C1 | i
88 | Cc1cc(CNC(=O)C(=O)Nc2cc3c4c(c2)CC(=O)N4CCC3)c(C)o1 | i
89 | CCS(=O)(=O)N1CCCc2cc(NC(=O)Nc3ccccc3OC)ccc21 | i
90 | NC(=O)c1ccccc1NC(=O)Cn1nc(-n2cccn2)ccc1=O | i
91 | COc1ccc(N2C(=S)N(c3ccc([N+](=O)[O-])cc3)C3CS(=O)(=O)CC32)cc1 (stereo not drawn) | i
92 | O=C(c1cc(Cl)ccc1Cl)N1CCN(Cc2nc(-c3ccco3)cs2)CC1 | i
93 | O=C(NCc1ccc(Cl)cc1)N1CCC(c2cccs2)CC1 | i
94 | Cc1cc(C)c(S(=O)(=O)NCc2ccccc2)c(C)c1N(C)S(C)(=O)=O | i
95 | COc1ccc(S(=O)(=O)CC(=O)Nc2nc(-c3cc(C)ccc3C)cs2)cc1 | i
96 | Cn1c(=O)c2c(=S)cc[nH]c2n(C)c1=O | i
97 | CCCOc1ccc(N2CCN(C(=O)C3CCCCC3)CC2)nn1 | i
98 | CCCCOc1ccccc1-c1cc2c(SCC(=O)Nc3c(C)cccc3C)nccn2n1 | i
99 | Cc1ccc(S(=O)(=O)N2CCC(C(=O)Nc3nnc(-c4ccc5c(c4)OCCO5)o3)CC2)cc1 | i
100 | COc1ccc(CCn2cnc3c([nH]c4ccc(C)cc43)c2=O)cc1OC | i

Carrying on:
item | SMILES | GIRK2 activator
101 | Cc1nc(-c2cccs2)c(CCC(=O)N2CCCC2)s1 | i
102 | COc1ccc(NC(=O)Cc2csc(SCC(=O)c3ccc(F)cc3)n2)cc1OC | i
103 | CSc1ccccc1C(=O)N1CCC(c2nnc(-c3ccc(F)cc3)o2)CC1 | i
104 | O=C(Cc1ccccc1Cl)N1CCC(c2nnc(-c3ccc(F)cc3)o2)CC1 | i
105 | CC(C)n1nccc1-c1nnc(NC(=O)c2cccs2)o1 | i
106 | COc1coc(C(=O)Nc2ccc(F)c(F)c2)cc1=O | i
107 | O=C(COc1ccccc1F)NCC1(O)CCCC1 | i
108 | Cc1ccsc1C1C2=C(CC(C)(C)CC2=O)OC2=C1C(=O)CC(C)(C)C2 | i
109 | O=C(Cc1ccc(-c2ccccc2)cc1)NCC(=O)N1CCOC(c2ccccc2)C1 (stereo not drawn) | i
110 | COc1ccc(-c2nnc(NC(=O)c3ccc4c(c3)CCCC4)o2)cc1OC | i
111 | C=CCNC(=O)Nc1ccccc1NC(=O)c1ccsc1 | i
112 | O=C(CCS(=O)(=O)c1ccc(Cl)cc1)Nc1nnc(Cc2cccs2)o1 | i
113 | COc1ccc(C(=O)NCCn2ncc3c(N4CCOCC4)ncnc32)cc1OC | i
114 | O=S(=O)(c1ccc2c(c1)OCCO2)N(CCc1ccccc1)Cc1ccccn1 | i
115 | Cn1cccc1C(O)CNS(=O)(=O)c1ccccc1F (stereo not drawn) | i
116 | Cn1nc2c(c1NC(=O)C1CCN(S(=O)(=O)c3ccc(Cl)s3)CC1)CCC2 | i
117 | CCOC(=O)c1ccccc1NC(=O)CSc1nc2ccsc2c(=O)n1CC(C)C | i
118 | CCS(=O)(=O)NCCOc1ccc(-c2ccc(F)cc2)nn1 | i
119 | O=C(CN1C(=O)CCC1=O)Nc1ccc2c(c1)N(C(=O)C1CC1)CC2 | i
120 | COc1ccccc1Cc1noc(C2CN(S(=O)(=O)c3ccc(F)c(Cl)c3)C2)n1 | i

Given with each value named: 4 of the compounds above
108	Cc1ccsc1C1C2=C(CC(C)(C)CC2=O)OC2=C1C(=O)CC(C)(C)C2
  GIRK2 activator: i

109	O=C(Cc1ccc(-c2ccccc2)cc1)NCC(=O)N1CCOC(c2ccccc2)C1 (stereo not drawn)
  GIRK2 activator: i

110	COc1ccc(-c2nnc(NC(=O)c3ccc4c(c3)CCCC4)o2)cc1OC
  GIRK2 activator: i

111	C=CCNC(=O)Nc1ccccc1NC(=O)c1ccsc1
  GIRK2 activator: i

Reprinted at random: three entries already listed, in no set order.
item | SMILES | GIRK2 activator
116 | Cn1nc2c(c1NC(=O)C1CCN(S(=O)(=O)c3ccc(Cl)s3)CC1)CCC2 | i
118 | CCS(=O)(=O)NCCOc1ccc(-c2ccc(F)cc2)nn1 | i
119 | O=C(CN1C(=O)CCC1=O)Nc1ccc2c(c1)N(C(=O)C1CC1)CC2 | i

Going on with the list.
item | SMILES | GIRK2 activator
121 | COCCNC(=O)C(=O)NCC1(c2cccs2)CC1 | i
122 | O=C(CCSc1ccccc1)NCCc1ccsc1 | i
123 | COc1ccccc1C1(CNC(=O)CSCc2ccccc2)CCOCC1 | i
124 | O=C(Nc1ccc(CC(=O)N2CCOCC2)cc1)c1ccc2c(c1)OCO2 | i
125 | Cn1nc(NC(=O)c2c[nH]c3ccccc23)c2c1NC(=O)CC2c1cccs1 (stereo not drawn) | i
126 | Cc1cc(NC(=O)C(=O)NCC(c2ccccc2)N(C)C)no1 (stereo not drawn) | i
127 | Cc1nc(Nc2ccc(NC(=O)c3ccccc3F)cc2)cc(-n2cccn2)n1 | i
128 | COc1cccc(C(=O)Nc2ccc3c(c2)N(C(=O)C2CC2)CC3)c1OC | i
129 | COc1ccc(S(=O)(=O)CCC(=O)Nc2nc(-c3ccc(Cl)c(Cl)c3)cs2)cc1 | i
130 | CCCS(=O)(=O)N1CCN(Cc2nc(-c3ccc(F)cc3)cs2)CC1 | i
